# GPR7 antag – antagonists of human GPR7 (neuropeptides B/W receptor 1). P48145. inhibition, % at 4.4 µM. GPR7-expressing cells, fluorescence antagonist assay. AID 1861. 1.1% of 290,000 active; in the data active means inhibition above about 16%, passing the limit was not always enough;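 further: cells stimulated with the agonist NPW; 0% = agonist with vehicle and 100% = vehicle without agonist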
# M18AAP inhibitor – blocks P. falciparum M18 aspartyl aminopeptidase; recombinant PfM18AAP, H-Glu-NHMec fluorogenic cleavage; inhibition, % at 7.35 µM; 1.2% of 290,000 active; AID 1822;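 active means inhibition above the campaign mean inhibition over all tested compounds plus 3 SD, cut at about 28% in these data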;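 further: 0% = plate median of test compound wells and 100% = 2 mM ZnCl2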
# IMP-1 inhibitor – blocks Pseudomonas aeruginosa IMP-1 metallo-beta-lactamase. 0.45% of 290,000 active. inhibition, % at 5.6 µM. AID 1556. purified IMP-1, nitrocefin hydrolysis, epi-absorbance fluorescence;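 active means inhibition above the mean plus 3 SD of all compounds in the same screening run, cut at about 4.5% in these data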;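 further: 0% = IMP-1 with DMSO and 100% = DMSO wells lacking enzyme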
#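 System: Purified IMP-1 | Read-out basis: Percent enzyme inhibition | Controls: IMP-1 with DMSO as 0%, enzyme-free DMSO as 100% | Replicates: One well per compound | Doses: 5.6 µM nominal single concentration | Detection: Epi-absorbance fluorescence, 480 nm excitation, 530 nm emission | Incubation: 25 °C, 15 min preincubation, 25 min reaction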
# pCIP destab – lowers stability of the mouse p/CIP coactivator protein; F442A p/CIP-EGFP cells, EGFP fluorescence, 16 h; decrease of EGFP signal, % at 10 µM; Q05BA5; 0.01% of 290,000 active;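 active means EGFP signal decrease of at least 30% at 10 µM or well 3 SD below plate mean, unless failing retest; inactive means the rest, including hits failing retest or dose response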; further: some compounds called inactive have numbers as strong as hits; many of its hits are not listed in these tables
# VIM-2 inhibitor – blocks Pseudomonas aeruginosa VIM-2 metallo-beta-lactamase; purified VIM-2, nitrocefin hydrolysis, epi-absorbance fluorescence; 0.89% of 290,000 active; inhibition, % at 5.6 µM;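 active means inhibition above the mean of all tested compounds plus 3 SD, cutoff set per screening run, cut at about 7.5% in these data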;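 further: red hydrolysis product quenches plate fluorescence so inhibitors raise well fluorescence; 0% = enzyme with DMSO and 100% = DMSO without enzyme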
# IDE cell inh – cellular human IDE inhibition. HEK cells, FAbetaB cleavage, fluorescence polarization. P14735. 0.41% of 320,000 active. inhibition, % at 5.59 µM;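 active means percent inhibition above the average of all tested compounds plus 3 SD, set per screening campaign, cut at about 16% in these data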;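 further: IDE supplied by intact live HEK cells; FP after avidin binding of uncleaved biotin substrate so inhibition keeps polarization high; 0% = DMSO wells and 100% = 60 µM reference IDE inhibitor Ii1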
# Target sequence (P14735 whole entry, looked up): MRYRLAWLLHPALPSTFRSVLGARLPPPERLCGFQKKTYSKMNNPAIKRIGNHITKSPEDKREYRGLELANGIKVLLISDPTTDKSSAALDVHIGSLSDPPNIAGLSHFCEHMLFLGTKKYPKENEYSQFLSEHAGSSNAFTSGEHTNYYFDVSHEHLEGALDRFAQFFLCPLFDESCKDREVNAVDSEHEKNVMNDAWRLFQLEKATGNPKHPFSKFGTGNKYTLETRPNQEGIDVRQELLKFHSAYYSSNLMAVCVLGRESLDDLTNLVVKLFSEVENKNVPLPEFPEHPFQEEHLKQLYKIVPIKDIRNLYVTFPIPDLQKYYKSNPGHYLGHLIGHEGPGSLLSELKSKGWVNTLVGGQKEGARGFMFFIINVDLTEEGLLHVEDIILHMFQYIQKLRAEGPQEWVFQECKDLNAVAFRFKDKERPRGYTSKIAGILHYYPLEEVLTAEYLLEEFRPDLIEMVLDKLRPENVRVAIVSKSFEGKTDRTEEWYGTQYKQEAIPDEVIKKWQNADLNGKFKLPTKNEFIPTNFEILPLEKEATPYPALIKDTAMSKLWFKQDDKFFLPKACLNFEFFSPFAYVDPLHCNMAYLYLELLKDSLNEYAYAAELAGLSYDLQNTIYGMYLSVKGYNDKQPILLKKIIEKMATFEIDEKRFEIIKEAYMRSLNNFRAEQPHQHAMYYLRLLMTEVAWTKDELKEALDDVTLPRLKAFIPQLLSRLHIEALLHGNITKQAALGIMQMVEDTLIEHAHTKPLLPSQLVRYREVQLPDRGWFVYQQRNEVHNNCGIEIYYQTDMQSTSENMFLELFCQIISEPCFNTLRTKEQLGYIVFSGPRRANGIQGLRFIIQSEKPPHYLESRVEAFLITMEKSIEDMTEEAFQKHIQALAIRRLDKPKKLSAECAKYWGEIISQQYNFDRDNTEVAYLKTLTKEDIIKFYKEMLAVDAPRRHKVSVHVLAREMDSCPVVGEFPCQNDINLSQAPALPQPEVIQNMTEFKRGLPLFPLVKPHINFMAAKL
# NALP1 yeast inh – NALP1 inhibition; AID 2071; 0.61% of 280,000 active; inhibition, % at 10 µM; S. cerevisiae NALP1/ASC/caspase-1 growth, X-gal OD620, 72 h; in the data active means inhibition mostly above about 24%, no sharp cut-off; inactive means mostly below about 32%; further: some compounds called inactive have numbers as strong as hits
# PHOSPHO1 block – blocks human PHOSPHO1 phosphatase activity. Q8TCT1. recombinant PHOSPHO1, absorbance phosphatase assay. inhibition, % at 13.3 µM. 1.1% of 290,000 active. AID 1565; in the data active means inhibition above about 60%
# IDE act – IDE (human) activation, cell-based. P14735. HEK cells, FAbeta-B cleavage, fluorescence polarization; 0% vehicle, 100% cell-free pure enzyme wells. activation, % at 5.96 µM. 0.073% of 340,000 active. AID 493087;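 active means activation above the mean of all tested compounds plus 3 SD, set per screening campaign, cut at about 17% in these data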
# * = called active by the depositor; . = not tested or not shown.
SMILES,GPR7 antag,M18AAP inhibitor,IMP-1 inhibitor,pCIP destab,VIM-2 inhibitor,IDE cell inh,NALP1 yeast inh,PHOSPHO1 block,IDE act
NC(=O)c1ccc(-n2nnnc2SCC(=O)Nc2ccccc2)cc1,-17,3,-1.7,-4,0.8,2,19,15,-6
Cc1ccc(NC(=O)CCNS(=O)(=O)c2ccc3[nH]c(=O)oc3c2)cc1N(C)C,5,0,-0.5,-6,-3.4,5,-6,24,2
O=C(CCNS(=O)(=O)c1ccc(Br)cc1)NCCc1ccc(Cl)cc1,1,1,-2.0,-11,-0.9,1,20,-9,1
CC(Oc1ccc(Cl)cc1Cl)C(=O)NCCCn1ccnc1 (configuration not stated),9,-13,-1.4,-3,-1.0,0,6,3,11
COc1ccc(CNC2CCN(Cc3ccccc3)CC2)cc1,-19,-7,-2.5,-9,-1.4,5,-2,-8,3
CC(C)OP(=O)(c1ccc(N(C)C)cc1)C(O)c1ccc(Br)cc1 (configuration not stated),-6,-2,-2.1,1,-1.0,3,-12,.,2
CCCN1CC(=O)N2C(c3cccc(OC)c3OC)c3[nH]c4ccccc4c3C[C@H]2C1=O (some centres not stated),22,4,-3.6,-2,-3.5,6,1,33,-1
COc1ccc(OC)c(NC(=O)NCCN2CCN(c3ccccc3)CC2)c1,7,-17,-1.5,-9,0.4,-1,12,15,2
CCN1C(=O)c2cccc3c(N)ccc1c23,.,.,.,-10,.,0,.,34,3
O=C(Nc1cccc(NC(=O)c2ccc(-c3ccc(Br)cc3)o2)c1)c1ccco1,-10,5,-2.3,-10,-1.7,1,9,-4,1
COC(=O)c1ccc(C2C(Oc3ccccc3)C(=O)N2CCc2ccc(F)cc2)cc1 (configuration not stated),-1,-2,-2.7,10,-1.8,5,16,18,4
N/C(Cc1cccc2ccccc12)=N\OC(=O)c1ccc(Br)o1,-3,-1,-1.6,-2,-2.7,.,24,4,.
N#C/C(=C\c1cccnc1)C(=O)Nc1ccc(S(N)(=O)=O)cc1,-9,-5,-3.2,-1,-2.3,.,-4,-14,2
Cc1sc2ncn(CC(=O)NCCCC(=O)N3CCN(c4ccccc4F)CC3)c(=O)c2c1C,-13,-2,-3.2,-7,-1.6,-2,11,2,-1
COCCn1c(=NC(=O)c2nc3ccccc3s2)sc2cc(S(C)(=O)=O)ccc21,-4,-5,-3.8,-4,-3.7,2,24,-4,-1
c1ccc(Cc2nnc3sc(-c4ccncc4)nn23)cc1,-5,10,-2.4,-6,-2.6,7,-9,80*,1
Clc1ccsc1-c1ccc2ccccc2n1,-1,-7,-3.1,5,-4.7,0,44*,11,-2
O=C(Nc1ccc(C(=O)OC2CCCCC2)cc1)c1ccncc1,17,0,1.5,-11,0.3,-1,12,9,-5
COc1ccc(N2CCN(C(=O)NC(=O)c3ccc(Cl)cc3)CC2)cc1,-14,-4,-4.3,-16,-3.5,10,-4,23,4
CCCN1C(=O)c2ccccc2NC1c1ccc(OC)cc1OC (configuration not stated),-6,3,-3.6,0,-4.1,1,26,-45,2
Cc1cc(Cl)ccc1NC(=S)NC(C)(C)C,-6,0,-3.0,-2,-4.7,-2,10,4,3
Cc1ccc(C(=O)CSc2ccc(-c3cccnc3)nn2)cc1,-5,-1,-4.5,-11,-1.6,0,19,-29,2
O=c1[nH]c(SCc2cccc(Cl)c2)nc2ccccc12,-18,-1,-3.0,-27,-2.4,4,-14,-26,-3
CCOC(=O)c1cc(CNC(=O)c2c(C)oc3c2CCCC3)c(C)o1,-13,5,-3.0,1,-1.6,8,10,-6,1
CCOC(=O)c1c(N2C(=O)Nc3ccccc3N2O)n[nH]c1-c1cccc(Cl)c1,-7,-2,-1.1,9,1.0,3,22,-15,2
Cc1cc(C)cc(NC(=S)NCc2cccs2)c1,9,-9,-2.3,-2,-2.2,9,8,21,3
COCCCNC(=O)CSC1=Nc2ccccc2C2=NC(c3ccccc3)C(=O)N12 (configuration not stated),-16,-10,-2.5,-2,-2.6,4,4,-36,-2
CCN(CC)C(=O)Cc1cc(C(=O)O)c2ccccc2n1,-3,5,-0.9,-22,-5.2,4,10,-7,5
CCOC(=O)CNC(=S)N(CCCN1CCN(C)CC1)Cc1cccs1,-4,-3,0.1,1,0.8,-1,12,22,-1
CCOC(=O)c1c(C)nc2sc3c(=O)n(-c4ccc(C(C)=O)cc4)cnc3c2c1-c1ccc(OC)cc1,6,-7,-0.3,-3,0.3,-2,43,-11,0

# As entered above:
# `O=c1[nH]c(SCc2cccc(Cl)c2)nc2ccccc12` in pCIP destab = -27
# `COCCCNC(=O)CSC1=Nc2ccccc2C2=NC(c3ccccc3)C(=O)N12` (configuration not stated) in NALP1 yeast inh = 4

# Going on with the list:
SMILES,GPR7 antag,M18AAP inhibitor,IMP-1 inhibitor,pCIP destab,VIM-2 inhibitor,IDE cell inh,NALP1 yeast inh,PHOSPHO1 block,IDE act
CCOc1cc(C(=O)N2CCN(C/C=C/c3ccccc3)CC2)cc(OCC)c1OCC,-10,-10,-2.8,-4,-2.0,3,2,2,2
COc1ccc(CCn2c(C)cc(C(=O)COC(=O)c3ccc(NC(=O)CC#N)cc3)c2C)cc1,12,1,-2.2,-7,-0.9,0,10,48,3
COc1ccc(-c2cc(=O)oc3cc(OCC(=O)NCC4CCC(C(=O)O)CC4)ccc23)cc1 (configuration not stated),-10,1,-3.8,1,-1.0,3,-9,-2,3
CN(C)Cc1c(C(=O)N/N=C/c2ccccc2OCc2c(F)cccc2Cl)nnn1-c1nonc1N,35*,-1,-0.6,1,0.8,1,19,10,3
CC(=O)Nc1cccc(N2C(=O)CCC2=O)c1,-4,-7,-2.5,-2,-4.0,-7,30,19,-3
O=S(=O)(Nc1ccncc1Cl)c1cc(Cl)ccc1Cl,20*,1,1.8,5,0.1,-4,19,41,-4
CC(C(=O)O/N=C(\N)c1cccnc1)c1ccc([N+](=O)[O-])cc1 (configuration not stated),-5,6,-3.9,-11,-1.9,9,13,16,-4
COc1ccc(CCN2CCCn3c2nc2c3c(=O)[nH]c(=O)n2C)cc1OC,-9,3,-4.1,-3,-2.8,.,24,36,-4
O=[N+]([O-])c1cccc(-c2nnc3cccc(Cl)n23)c1,5,-11,-0.8,0,-3.5,-3,28,11,5
O=C(O)c1ccc(N/N=C/C=C/c2ccccc2[N+](=O)[O-])cc1,19*,41*,-3.1,-7,3.1,0,4,24,6
O=C(N/N=C/c1ccc(-c2cccc([N+](=O)[O-])c2)o1)c1cccs1,2,-3,-2.8,14,4.5,5,-6,5,2
Cn1nc(-c2ccc(NCCO)c([N+](=O)[O-])c2)c2ccccc2c1=O,-10,-9,-2.8,3,16*,2,15,18,8
CN(C)C(=O)N1CCC(C(=O)NCC2CCCO2)CC1 (configuration not stated),-18,-8,-1.8,2,-1.2,5,41,11,2
CC(C)NC(=O)/C(C#N)=C\c1ccc(N(C)C)o1,11,10,-3.6,-41,-1.6,6,1,28,-24
CCCCn1c(C)cc2cc(O)ccc21,-13,10,-3.7,-17,-4.0,-1,-12,-27,2
Cc1nnc(NC(=O)C2CCN(C(=O)c3ccco3)CC2)s1,-8,7,-0.8,-17,-1.6,3,1,39,5
O=C(Cc1ccc([N+](=O)[O-])cc1)N1N=C(c2ccncc2)CC1(O)C(F)(F)F (configuration not stated),-12,-1,-1.6,-9,-1.7,0,-16,8,1
O=C(Nc1nnc(-c2ccccn2)o1)c1cccc(Br)c1,-6,1,-3.4,9,-1.2,-1,26,-21,4
CC(C)(C)NC(=O)CN(C(=O)C(=O)Nc1ccc2c(c1)OCCO2)N1CCOCC1,8,-9,-2.1,-13,-1.2,1,2,19,5
COc1cc(/C=C/c2ccc3cccc(O)c3n2)cc(Cl)c1OC,12,-4,-0.4,5,-0.9,1,6,41,-1
COc1ccc(-c2cc(C(F)F)n3ncc(C(=O)n4ccnc4C)c3n2)cc1,-4,-4,0.9,-12,1.9,7,7,-12,11
COC(=O)c1cccc(-n2c(C)cc(C=O)c2C)c1C,-9,-1,1.1,-15,-0.1,-5,17,-6,1
O=C(NC(=S)NC1C2CC3CC(C2)CC1C3)C12CC3CC(CC(C3)C1)C2 (configuration not stated),-12,-3,-5.4,-1,-0.3,4,10,-2,4
COc1ccccc1OCCC(=O)OCC(=O)Nc1ccc(Br)cc1F,-6,4,-1.5,-5,-2.7,-1,-20,-45,6
CCCSc1nnc(-c2ccccc2NC(=O)CC)c(=O)[nH]1,-13,10,-1.9,-1,-0.2,2,4,14,2
O=C(CCS(=O)(=O)c1cccs1)N1CCCC1,0,2,-2.0,-3,-2.6,-2,9,64*,3
Cc1nc2ccc(NC(=O)c3cccnc3)cc2s1,12,-5,0.7,-5,2.2,4,10,24,1
CCOC(=O)c1c(C)[nH]c(C)c1S(=O)(=O)NCC1CCN(Cc2cccc(Cl)c2)CC1,-12,-8,-0.5,-6,-1.6,3,27,33,1
CCn1cc([N+](=O)[O-])c(C(=O)Nc2ccc(Br)cn2)n1,-5,-2,-2.9,-2,-2.7,0,5,16,5
COC(=O)c1ccccc1NC(=O)C/C(C)=N/NC(=O)Cc1ccc(Cl)cc1,11,-1,-0.3,-10,1.8,3,-1,-1,0
CCC(C(=O)NCc1ccco1)n1nc(C)c2c(C)n(-c3ccc(C)cc3)nc2c1=O (configuration not stated),-8,1,-2.9,0,-2.7,1,1,29,-1
NC(N)=N/N=C/c1ccc(OCc2ccccc2Cl)cc1,1,2,-3.4,11,0.5,-4,28*,-2,16
CCC1Cc2c(nc(N)c3c(N)nc(N4CCCCC4)c(C#N)c23)O1 (configuration not stated),-15,6,-3.1,-9,-0.9,-6,-9,32,-1
CCc1ccc(N2Cc3ccccc3C2)cc1,-4,-6,-3.3,-11,-2.6,6,.,9,10
CC1(C)CC(=O)C=C(Nc2cccc(F)c2)C1,8,0,-1.1,0,0.4,-5,9,33,3
O=c1c(-c2ccccc2)c(O)c2c(n1-c1ccccc1)CCCC2,0,-16,0.0,-5,-0.8,-7,12,-29,5
O=C(Nc1ccc(NC(=S)NC(=O)C(c2ccccc2)c2ccccc2)cc1)c1ccccc1,-3,0,-2.6,.,-1.1,7,.,.,-3
Cc1cc(C)c(S(=O)(=O)N2CCCOC2CNC(=O)C(=O)NCCC2=CCCCC2)c(C)c1 (configuration not stated),-10,-2,-2.6,-8,-4.4,5,28,12,2
COc1ccccc1N(CC(O)CN(c1ccccc1)S(C)(=O)=O)S(=O)(=O)c1ccccc1 (configuration not stated),4,6,-1.2,0,1.1,-2,32,4,2
Cc1c(C(=O)O)sc2nc(/C=C/c3cccc(O)c3)[nH]c(=O)c12,-20,-1,-3.9,-19,-2.7,4,27,-1,6
Cc1c(Cl)c([N+](=O)[O-])nn1CCCC(=O)Nc1c(Cl)cccc1Cl,-4,0,-2.5,-9,-2.5,2,30,0,1
CC(=O)C(C)Oc1ccc2c3c(c(=O)oc2c1)CCCC3 (configuration not stated),-7,-2,-5.0,2,3.0,0,-7,-10,4
O=C(Cn1nc(Cl)nc1Cl)c1ccc(F)cc1,3,-7,-1.4,2,1.8,-1,9,30,-3
Cn1c(NCCO)nc2c1c(=O)n(Cc1ccc(F)cc1)c(=O)n2C,-4,-8,-4.0,-3,-2.7,7,-2,14,-3

# Hits appear at their usual frequency; about 5.3% have a hit in one of these screens.
